# MBD2 inh: inhibitors of MBD2 binding to methylated DNA, primary screen, biochemical, TR-FRET, DNA-binding domain, human; inhibition, % at 4.4 µM; Methyl-CpG-binding domain protein 2 (Homo sapiens), Q9UBB5; actives 0.31% (n = 370,000); MBD2 binding to methylated oligonucleotide; in the data active = inhibition above about 13%
# Rev-erbA mod: modulators of Rev-erb alpha DNA binding, primary screen, biochemical, FITC-DNA, fluorescence polarization, uHTS; Nuclear receptor subfamily 1 group D member 1 (Homo sapiens), P20393; Rev-erbα–FITC-DNA binding, 90 min; activity, % at 10 µM; actives 0.79% (n = 370,000); AID 1259318, 2017;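 active = activity above about 14%, limit read from the data; passing the limit was not always enough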;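 also: 0% = DMSO wells with 35 nM protein and 100% = DMSO wells with 750 nM protein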
# Target sequence (P20393 whole entry, looked up): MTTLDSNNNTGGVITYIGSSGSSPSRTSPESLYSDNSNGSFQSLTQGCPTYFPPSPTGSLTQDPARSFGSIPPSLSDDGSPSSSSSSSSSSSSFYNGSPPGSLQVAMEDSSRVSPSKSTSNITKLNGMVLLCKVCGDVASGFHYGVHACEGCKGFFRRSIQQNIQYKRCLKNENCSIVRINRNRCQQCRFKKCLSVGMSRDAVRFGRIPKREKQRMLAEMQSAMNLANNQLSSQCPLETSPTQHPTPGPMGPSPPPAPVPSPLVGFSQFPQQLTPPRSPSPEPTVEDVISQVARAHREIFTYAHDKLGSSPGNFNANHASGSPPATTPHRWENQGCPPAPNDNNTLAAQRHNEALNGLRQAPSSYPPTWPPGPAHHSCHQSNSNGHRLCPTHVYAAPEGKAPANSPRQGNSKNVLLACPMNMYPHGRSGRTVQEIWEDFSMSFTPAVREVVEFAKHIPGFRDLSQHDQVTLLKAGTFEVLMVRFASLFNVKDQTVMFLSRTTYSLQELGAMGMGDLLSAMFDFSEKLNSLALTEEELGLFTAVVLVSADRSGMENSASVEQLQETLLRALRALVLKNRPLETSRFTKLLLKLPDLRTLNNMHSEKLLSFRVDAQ
# UHRF1 binding: UHRF1 methylated DNA binding inhibitors, primary screen, counter-screen for MBD2 inhibitor project, biochemical, TR-FRET, human UHRF1, single concentration; E3 ubiquitin-protein ligase UHRF1 (Homo sapiens), Q96T88; UHRF1 binding to methylated oligo; inhibition, % at 4.4 µM; actives 0.75% (n = 370,000); AID 687016, 2013; in the data active = inhibition above about 21%;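 also: UHRF1 SRA domain binding a hemimethylated CpG hairpin DNA probe; 0% = median of test compound wells and 100% = reference inhibitor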
# ABHD4 inh: ABHD4 inhibitors, primary screen, biochemical, fluorescence polarization, mouse; (Lyso)-N-acylphosphatidylethanolamine lipase (Mus musculus), Q8VD66; purified mABHD4, FP-Rh probe fluorescence polarization; inhibition, % at 8.92 µM; actives 0.54% (n = 370,000);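 active = inhibition exceeding the mean over every tested compound plus 3 SD, cut at about 30% in these data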;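 also: 0% = plate median of compound wells and 100% = S159A mutant with DMSO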
#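 Doses – 8.92 µM, single dose · Material – wild-type mouse ABHD4 protein · Replication – single well per compound (singlicate) · Measure – percent inhibition of probe binding, normalized to plate controls · Schedule – 45 min compound pre-incubation plus 60 min probe step, 25 °C · Detection – fluorescence polarization with parallel and perpendicular emission, 525/598 nm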
# rCAG RNA binder: binders of r(CAG) RNA repeats, primary screen, biochemical, fluorescence; r(CAG) RNA repeat, TO-PRO-1 dye displacement fluorescence; inhibition, % at 3 µM; actives 1.3% (n = 370,000);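 active = inhibition above the plate cutoff, the mean of all test compounds on that plate plus 3 SD, cut at about 35% in these data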;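 also: 0% = DMSO alone and 100% = 100 µM mitoxantrone as full dye displacement; higher means more dye released from RNA so lower well fluorescence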
# PG9 binder: binders of HIV-1 gp120 antibody PG9, primary screen, biochemical, TR-FRET. HIV-1 gp120 / PG9 antibody interaction. TR-FRET gp120-PG9 antibody binding. inhibition, % at 6.7 µM. actives 0.43% (n = 360,000); in the data active = inhibition above about 8.5%
# LEDGF integ inh: blockers of LEDGF/p75-dependent integrase strand transfer – biochemical, TR-FRET, high throughput, primary screen; HIV-1 integrase (with human LEDGF/p75); inhibition, % at 3.7 µM; actives 0.64% (n = 370,000); TR-FRET IN-LEDGF/p75 DNA integration, Eu/Cy5; AID 743269, 2014;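 active = inhibition above the screen-wide mean plus 3 SD, cut at about 13% in these data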;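 also: signal is the Cy5 over europium emission ratio at 671 and 618 nm; 0% = plate median of compound wells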
# PRMT1 inh: PRMT1 methyltransferase inhibitors, primary screen, biochemical, fluorescence polarization; recombinant PRMT1, activity-based probe fluorescence polarization; AID 652257, 2013; Protein arginine N-methyltransferase 1 (Homo sapiens), Q99873; inhibition, % at 2.79 µM; actives 1.3% (n = 370,000);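 active = inhibition above about 21% made by adding two undisclosed values, limit read from the data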
# Target sequence (Q99873 whole entry, looked up): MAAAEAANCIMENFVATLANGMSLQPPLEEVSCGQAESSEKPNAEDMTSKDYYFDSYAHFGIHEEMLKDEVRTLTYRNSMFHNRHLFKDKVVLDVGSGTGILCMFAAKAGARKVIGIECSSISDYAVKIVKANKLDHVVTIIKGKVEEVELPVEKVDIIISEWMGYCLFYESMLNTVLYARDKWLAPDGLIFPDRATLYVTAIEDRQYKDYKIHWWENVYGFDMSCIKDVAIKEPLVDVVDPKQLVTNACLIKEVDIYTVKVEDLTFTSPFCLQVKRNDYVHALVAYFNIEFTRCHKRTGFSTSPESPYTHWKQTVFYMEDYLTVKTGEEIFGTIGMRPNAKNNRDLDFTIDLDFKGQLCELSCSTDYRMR
# TCR-CD3 inh: inhibitors of human TCR-CD3 interaction, primary screen, biochemical, fluorescence, TAMRA-labeled TCR probe. T-cell receptor (TCR). inhibition, % at 9.4 µM. actives 0.37% (n = 360,000). AID 651800, 2012; in the data active = inhibition above about 19%;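 also: recombinant mutant TCR 2C K166C tagged with TAMRA read by polarization; 0% = receptor in buffer alone and 100% = receptor with positive control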
# HTRA1 inh: HTRA1 serine protease inhibitors, primary screen, biochemical, fluorescence polarization, HTS; Q92743; recombinant HTRA1, FP-rhodamine activity-based probe; inhibition, % at 5.96 µM; actives 0.5% (n = 340,000); in the data active = inhibition above about 36%;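 also: 0% = enzyme with DMSO and 100% = wells lacking enzyme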
# The depositor's hits bear a star; . = not tested or not shown; & = joins results of further samples. Only part of the results is shown; the hit share may differ from the screen's.
SMILES,MBD2 inh,Rev-erbA mod,UHRF1 binding,ABHD4 inh,rCAG RNA binder,PG9 binder,LEDGF integ inh,PRMT1 inh,TCR-CD3 inh,HTRA1 inh
O=C1CN(C(=O)CC2C(=O)NCCN2Cc2ccccc2C(F)(F)F)CCN1 (stereo not given),-2,-7,1,11,-2,-1.1,-4,0,1,3
CCC(CC)C1=NN2C(=N)/C(=C\c3cc(C)n(-c4cccc(C)c4)c3C)C(=O)N=C2S1,0,32*,-3,-5,3,-2.7,5,2,5,-3
CC(=O)COC(=O)CNC(=O)c1ccc(Br)cc1,3,1,-2,-6,0,0.7,0,-2,-2,2
S=C(Nc1ccccc1)Nc1ccccn1,5,-2,3,-3,2,-2.2,-3,2,2,0
Cc1onc(-c2c(F)cccc2Cl)c1C(=O)Nc1cccc(S(=O)(=O)N2CCCCC2)c1,-5,6,1,-12,5,-0.1,1,-2,3,.
CCSc1nnc(Cc2cc(=O)[nH]c(=O)[nH]2)n1-c1cc(C)ccc1C,-1,-2,-1,-4,-4,-2.7,-1,-2,-1,-2
Cc1ccc(C)c(N2CCN(c3nnnn3-c3ccccc3)CC2)c1,-3,-2,-1,-14,1,0.7,-2,-2,1,-19
COc1c(Cl)cc(C(=O)NN)cc1Cl,5,1,-2,-9,3,0.1,1,0,-1,-7
CC(=O)Oc1ccc(N(C(C)=O)S(=O)(=O)c2ccc(C)cc2)c2ccccc12,3,-1,-1,-6,-4,-0.2,-4,0,-7,2
CCN(CC(=O)Nc1c(F)cccc1F)C(=O)CCNC(=O)c1ccccc1OC,-3,-2,2,3,-2,0.2,0,1,2,-2

# Three compounds from above, arranged by the value under PG9 binder, falling:
compound,MBD2 inh,Rev-erbA mod,PG9 binder,LEDGF integ inh,PRMT1 inh,TCR-CD3 inh,HTRA1 inh
Cc1ccc(C)c(N2CCN(c3nnnn3-c3ccccc3)CC2)c1,-3,-2,0.7,-2,-2,1,-19
COc1c(Cl)cc(C(=O)NN)cc1Cl,5,1,0.1,1,0,-1,-7
S=C(Nc1ccccc1)Nc1ccccn1,5,-2,-2.2,-3,2,2,0

# Additional records follow.
SMILES,MBD2 inh,Rev-erbA mod,UHRF1 binding,ABHD4 inh,rCAG RNA binder,PG9 binder,LEDGF integ inh,PRMT1 inh,TCR-CD3 inh,HTRA1 inh
CCCC(=O)Nc1nc2n(n1)C(c1ccccc1)CC(=O)N2 (stereo not given),-6,-2,-4,1,0,-0.4,-2,-1,3,5
Nc1ccc(N2CCCC2)c(S(=O)(=O)Nc2cccc(C(F)(F)F)c2)c1,-3,7,-2,23,18,0.5,-2,47*,0,19
CCN(CC)CCOc1ccc(/C(=C(\Cl)c2ccccc2)c2ccccc2)cc1,4,-7&-4,-2,21,3,-1.9,1,-3,3,-4
O=C(Cc1noc2ccccc12)Nc1ccc2ccccc2c1,0,-1,1,-4,7,1.0,4,-2,4,-10
O=C(COc1ccccc1)NS(=O)(=O)c1ccccc1,1,2,-1,-15,1,-0.9,-1,0,-2,4
CCC(=O)N1c2ccc(S(=O)(=O)NCCc3ccc(C)cc3)cc2CC1C (stereo not given),-5,-5,-3,-2,-2,0.5,1,-2,-2,-6
Cc1cc2oc(=O)c3c(c2cc1OCc1nn[nH]n1)CCCC3,-1,1,0,2,11,-0.1,6,-1,0,0
CCC(CC)NC(=O)c1cccc([N+](=O)[O-])c1C,6,-4,4,-1,4,0.5,-1,0,-6,1
CCC(C)(C)n1nnnc1C(c1ccc(OC)c(OC)c1)N1CCN(c2ccccc2)CC1 (stereo not given),-2,3,2,-3,-7,0.2,0,-1,1,-2
O=C(NCc1ccc(Cl)cc1)C1CCCCN1S(=O)(=O)c1ccccc1 (stereo not given),2,-5,-2,10,-2,0.8,-2,3,-4,-5
COc1ccc(NS(=O)(=O)c2ccc(NC(=O)c3ccc(N(C)S(C)(=O)=O)cc3)cc2)c(OC)c1,-2,-8,1,0,8,0.5,0,0,3,0
COc1ccc(CN(Cc2ccc(C(=O)O)cc2)C(=S)Nc2cc(C)cc(C)c2)cc1OC,-1,5,-1,-4,4,-2.7,3,-2,3,3
CCCCCCc1ccc(OC(=O)c2ccncc2)cc1,1,-3,1,-1,-3,0.0,-1,-2,1,-2
Cc1oc2cc3c(C(=O)N4CCCCC4)c(C)oc3cc2c1C(=O)N1CCCCC1,1,1,-3,4,-3,-0.7,-4,-1,-1,-5
O=C(CNC1CCCCC1)N1CCc2ccccc2C1,-7,-6,2,0,2,-2.0,3,-3,6,-2
O=C(Nc1ccccc1C(=O)NCCCN1CCOCC1)c1ccccc1,4,-3,1,9,-8,2.5,-3,0,7,3
Cc1ccc2occ(/C=N/NC(=O)c3ccccc3Br)c(=O)c2c1,2,1,-1,5,-3,-1.6,-2,1,-1,-1
O=C(CN1CCN(c2ccccn2)CC1)N1CC(O)CO1 (stereo not given),0,1,-8,-4,-2,-0.2,0,-1,11,4
COc1cc(C(=O)Nc2ccc(C#N)cc2)c([N+](=O)[O-])cc1OC,-5,4,-2,-3,3,-0.5,-1,-2,6,-3
Cc1cccc(NC(=O)c2c(-c3ccccc3)noc2C)n1,-3,0,2,7,-3,0.9,-4,4,-5,3
O=C(Cn1cc(C(F)(F)F)ccc1=O)N1CCN(S(=O)(=O)c2ccc(Cl)cc2)CC1,-5,1,0,4,-6,1.0,-3,-1,0,-1
Cc1cccc(C)c1NC(=O)C(=O)NCC1CCCN1S(=O)(=O)c1cccs1 (stereo not given),-3,-4,3,4,3,1.9,-3,1,-14,-3
Cc1cc(/C=C2/NC(=O)NC2=O)c(C)n1-c1ccccn1,-3,-3,-3,5,1,-6.0,2,2,6,14
O=C(Cc1csc(N2CCOCC2)n1)N/N=C/c1ccccc1C(=O)O,-1,-5,-3,-3,5,-0.9,-5,-5,-3,-4
CCn1cc(/C=C(\NC(=O)c2ccccc2OC)C(=O)NCCCn2ccnc2)c2ccccc21,-1,4,-3,-6,-5,-2.8,2,-2,6,2
Cc1cc2c(c(=O)o1)[C@@]1(C(=O)N(C)c3c(Br)cccc31)C1=C(CCCC1=O)O2,-5,-1,-1,-6,1,-0.8,2,-5,-2,.
COc1ccc(NC(=O)Cc2ccccc2)cn1,-5,3,-3,7,-7,0.4,-1,2,9,10
CCC(=O)N1CCN(c2ccc(NC(=O)c3ccc4c(c3)OCCO4)cc2)CC1,-2,-4,-1,5,0,-2.5,0,-5,4,14
CN(Cc1nc(Cc2ccccc2F)no1)[C@@H]1CS(=O)(=O)C[C@H]1O,2,-5,0,0,1,-1.1,-6,-2,-2,4
COc1ccc(-n2nc([N+](=O)[O-])c(=NCCc3ccc(C)cc3)n2O)cc1,4,2,1,-9,-1,1.5,1,4,-2,4
CN(C)N=Nc1ccc2nc[nH]c2c1,0,4,2,11,2,-0.4,-3,5,-3,-7
Cc1ccccc1Nc1nnc(SCC2CCCCO2)s1 (stereo not given),1,2,0,0,-1,0.7,-3,0,-2,-10
Cn1cnc(NCc2ccccc2)c1[N+](=O)[O-],-4,5,-1,-3,1,-2.3,0,-2,4,.
CCCN(C(=O)CSCc1ccc(Cl)cc1)c1c(N)n(Cc2ccccc2)c(=O)[nH]c1=O,0,0,5,-4,2,-0.2,5,-3,-3,-4
CCCCCCCc1nc2nc(C)c(Br)c(=O)n2[nH]1,4,-3,1,-21,10,2.2,-3,7,-9,-1
COC(=O)[C@]1(Cc2ccccc2)N[C@H](CN(C)C(=O)c2ccc(F)cc2)[C@@H]2C(=O)N(C)C(=O)[C@@H]21,-4,-5,-1,1,-2,-0.4,0,1,-1,10
COc1ccc(C(=O)NC23CC4CC(CC(C4)C2)C3)cc1,-2,-2,0,3,-5,0.5,0,2,4,-2
Cc1c(C(=O)N2CC(C)OC(C)C2)sc2nc(-c3ccccc3)cn12 (stereo not given),0,9,7,3,2,-0.3,-1,4,0,.
Cc1ccc(Nc2ncc3c(n2)CC(C)CC3=O)c(C)c1 (stereo not given),-4,0,0,5,-8,-1.6,0,3,-5,5
Cc1nc2c(nnn2Cc2ccccc2)c(=O)[nH]1,1,-2,-2,4,2,-1.8,2,-1,3,2
CCOc1ncccc1C(=O)Nc1ccc2c(c1)OCCO2,4,11,0,-4,1,-1.4,1,0,5,-1
O=S(=O)(c1cccc2cccnc12)N1CCN(c2ccccn2)CC1,-2,-4,-1,4,-4,-2.8,0,1,2,2
CC(=O)Oc1ccccc1Cn1c(C)c(C(=O)NCc2ccc(Cl)c(Cl)c2)sc1=O,-6,2,-3,-19,2,-1.2,-1,-1,2,.
CCc1nnc(NC(=O)c2ccc(S(=O)(=O)N3CCN(Cc4ccccc4)CC3)cc2)s1,-3,0,0,-4,6,-0.6,0,-2,1,1
CCNC(=S)NNC(=O)CSc1nnc(SCc2cccc3ccccc23)s1,-2,-5,-13,-2,27,.,-1,10,.,.

# Of the compounds above, seven contain fluorine.
SMILES,MBD2 inh,Rev-erbA mod,UHRF1 binding,ABHD4 inh,rCAG RNA binder,PG9 binder,LEDGF integ inh,PRMT1 inh,TCR-CD3 inh,HTRA1 inh
O=C1CN(C(=O)CC2C(=O)NCCN2Cc2ccccc2C(F)(F)F)CCN1 (stereo not given),-2,-7,1,11,-2,-1.1,-4,0,1,3
Cc1onc(-c2c(F)cccc2Cl)c1C(=O)Nc1cccc(S(=O)(=O)N2CCCCC2)c1,-5,6,1,-12,5,-0.1,1,-2,3,.
CCN(CC(=O)Nc1c(F)cccc1F)C(=O)CCNC(=O)c1ccccc1OC,-3,-2,2,3,-2,0.2,0,1,2,-2
Nc1ccc(N2CCCC2)c(S(=O)(=O)Nc2cccc(C(F)(F)F)c2)c1,-3,7,-2,23,18,0.5,-2,47*,0,19
O=C(Cn1cc(C(F)(F)F)ccc1=O)N1CCN(S(=O)(=O)c2ccc(Cl)cc2)CC1,-5,1,0,4,-6,1.0,-3,-1,0,-1
CN(Cc1nc(Cc2ccccc2F)no1)[C@@H]1CS(=O)(=O)C[C@H]1O,2,-5,0,0,1,-1.1,-6,-2,-2,4
COC(=O)[C@]1(Cc2ccccc2)N[C@H](CN(C)C(=O)c2ccc(F)cc2)[C@@H]2C(=O)N(C)C(=O)[C@@H]21,-4,-5,-1,1,-2,-0.4,0,1,-1,10

# Screening data from PubChem BioAssay.
